Screening data from PubChem.
KCNK3 block – human KCNK3 channel inhibitors, primary screen, CHO cells, FluxOR thallium flux, B-score; Potassium channel subfamily K member 3 (Homo sapiens), O14649; FluxOR fluorescence; hits give low values; B-score at 10 µM; 340,000 tested, 0.84% active;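 active = B-score under library mean minus 4 SD, starting fluorescence ratio at most library mean plus 5 SD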;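 note: more negative B-score means stronger inhibition of thallium flux through KCNK3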
GSK3beta inhib – human GSK3beta kinase inhibitors, primary screen, biochemical, cell-free homogeneous, HTS | Glycogen synthase kinase-3 beta (Homo sapiens), P49841 | GST-GSK3beta kinase, ADP-Glo luminescence, 60 min; hits give low values | activity score (negative = inhibition), % at 10 µM | 300,000 tested, 0.038% active | AID 2097, 2009;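 active = more than half of replicate wells score below -50%, meaning over 50% inhibition versus plate controls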;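 note: 0% = median DMSO wells and -100% = median GW8510 positive control wells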
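test system = GST-tagged human GSK3beta kinase, cell-free | reagent = 25 µM ATP with peptide substrate | dosing = one dose of 10 µM per compound | schedule = 60 min reaction, RT | detection = luminescent ADP-Glo measurement of ADP formed | control set = DMSO neutral wells and GW8510 at 20 µM as positive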
GSK3A inh – blockers of GSK3A enzyme activity – biochemical, luminescence, cell-free homogeneous, HTS, primary screen; AID 2650, 2010; Glycogen synthase kinase-3 alpha (Homo sapiens), P49840; 320,000 tested, 0.1% active; inhibition, % at 10 µM; GSK-3 alpha kinase, ADP-Glo luminescence, 60 min;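 in the data active = inhibition above about 50%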;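 note: GST-tagged GSK-3 alpha with peptide substrate and 25 µM ATP; 0% = DMSO neutral wells and 100% = GW8510 positive control wells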
hERG rescue – hERG rescue from dofetilide block, primary screen, cell-based, CHO-hERG, FluxOR thallium flux, dofetilide IC70; Voltage-gated inwardly rectifying potassium channel KCNH2 (Homo sapiens), Q12809; dofetilide IC70 present; activation (rescue from dofetilide block), less the hit threshold, % at 10 µM; 310,000 tested, 0.51% active;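 active = activation above the mean of controls blocked by dofetilide plus 5 SD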;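 note: thallium influx through hERG after potassium depolarization seen as dye fluorescence rise; in these data hits start at about 4.7%; inactives centre near -7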
Target sequence (Q12809 whole entry, looked up): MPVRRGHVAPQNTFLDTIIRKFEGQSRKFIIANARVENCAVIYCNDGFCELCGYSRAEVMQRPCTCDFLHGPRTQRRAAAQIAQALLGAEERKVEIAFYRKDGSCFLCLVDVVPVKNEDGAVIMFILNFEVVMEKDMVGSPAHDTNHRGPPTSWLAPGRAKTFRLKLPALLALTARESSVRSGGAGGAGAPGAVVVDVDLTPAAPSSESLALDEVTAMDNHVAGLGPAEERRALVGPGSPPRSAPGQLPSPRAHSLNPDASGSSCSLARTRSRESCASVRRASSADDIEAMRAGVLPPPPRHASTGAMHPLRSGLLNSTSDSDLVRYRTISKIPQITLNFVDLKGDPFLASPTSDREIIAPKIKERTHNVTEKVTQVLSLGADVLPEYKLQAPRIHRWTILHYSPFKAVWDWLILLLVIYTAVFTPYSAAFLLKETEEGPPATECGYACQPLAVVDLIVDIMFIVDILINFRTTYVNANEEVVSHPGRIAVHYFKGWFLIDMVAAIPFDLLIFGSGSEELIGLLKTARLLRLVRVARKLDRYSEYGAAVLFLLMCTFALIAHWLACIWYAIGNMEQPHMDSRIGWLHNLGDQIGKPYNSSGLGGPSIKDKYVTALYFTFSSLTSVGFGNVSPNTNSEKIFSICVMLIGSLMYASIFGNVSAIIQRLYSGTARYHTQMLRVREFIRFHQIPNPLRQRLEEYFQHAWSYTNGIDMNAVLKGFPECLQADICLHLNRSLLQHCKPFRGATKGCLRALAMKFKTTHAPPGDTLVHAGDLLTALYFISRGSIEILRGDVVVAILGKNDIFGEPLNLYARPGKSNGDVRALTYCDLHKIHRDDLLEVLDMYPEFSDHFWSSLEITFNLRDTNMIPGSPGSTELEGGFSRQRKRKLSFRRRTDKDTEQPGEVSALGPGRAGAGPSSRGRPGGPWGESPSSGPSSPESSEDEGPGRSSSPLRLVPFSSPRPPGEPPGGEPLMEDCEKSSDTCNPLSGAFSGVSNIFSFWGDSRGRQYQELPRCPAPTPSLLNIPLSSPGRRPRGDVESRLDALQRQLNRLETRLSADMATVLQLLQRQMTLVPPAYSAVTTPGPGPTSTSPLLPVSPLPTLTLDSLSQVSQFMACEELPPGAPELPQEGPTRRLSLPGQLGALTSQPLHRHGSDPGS
PolyA inh – polyadenylation inhibitors in yeast reporter cells, primary screen, luminescence, S. cerevisiae. calls only at 12 µM. S. cerevisiae SKY197-pL101 polyadenylation reporter, beta-gal luminescence; efflux-impaired pdr1/pdr3 knockout yeast; score 100 = 6 SD above DMSO. AID 1875, 2009. 300,000 tested, 0.02% active;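 active = lowest replicate activity score at least 50, where 100 means six control SD above control mean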;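 note: yeast exposed to compound for 9 h at 30 °C; higher score means more reporter readthrough which indicates perturbed polyadenylation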
Dyrk1A ADPGlo – rat Dyrk1A kinase inhibitors, primary screen, biochemical, single point, plate reader | ADP-Glo luminescence, NFATc1 peptide | inhibition, % at 12.5 µM | AID 504441, 2011 | 310,000 tested, 0.43% active | Dual specificity tyrosine-phosphorylation-regulated kinase 1A (Rattus norvegicus), Q63470; in the data active = inhibition above about 50%;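 note: plate controls were vehicle with enzyme for no effect and no enzyme for full effect; many of its hits are not listed in these tables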
HDAC3 inh – HDAC3 deacetylase inhibitors, primary screen, biochemical, fluorescence, cell-free homogeneous; recombinant HDAC3, fluorogenic peptide/trypsin coupled; inhibition, % at 8.3 µM; 320,000 tested, 0.15% active; AID 2718, 2010; in the data active = inhibition above about 26%, passing the limit was not always enough
KCNQ1 act – potentiators or activators of KCNQ1 channel, primary screen, cell-based, thallium flux, high-throughput | 310,000 tested, 0.35% active | B-score at 10 µM | CHO-K1 KCNQ1, thallium flux FluxOR fluorescence; hits give high values | Potassium voltage-gated channel subfamily KQT member 1 (Homo sapiens), P51787 | AID 2648, 2010;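 active = fluorescence ratio B-score, a plate-corrected score, at least three library SD, with initial intensity B-score within 5 SD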
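Test system: CHO-K1 cells stably expressing KCNQ1 / Medium: assay buffer / Also added: depolarizing K+/Tl+ stimulus, K2SO4 and Tl2SO4 each 12.5 mM in 5x stock / Incubation: 90 min dye loading and 20 min compound exposure, both at room temperature / Signal: thallium influx via FluxOR fluorescence, kinetic imaging / Evaluation: B score of baseline-normalized fluorescence ratio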
RGS4 pot – RGS4 potentiators or activators, primary screen, cell-based, HEK293 M3R inducible RGS4, calcium flux; carbachol calcium flux Fluo4; hits give low values; B-score at 10 µM; 310,000 tested, 0.92% active;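 active = B-score of the integrated calcium signal more than 4 SD below the library mean, with starting fluorescence not abnormally high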;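 note: negative B-score means reduced calcium response which marks RGS4 activation or potentiation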
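Detection: kinetic calcium fluorescence imaging with Fluo4-AM dye, 2 µM / Material: HEK293 cells with stable M3R and inducible RGS4 / Schedule: recording 10 s baseline at 1 Hz, 100 s post-agonist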
KCNQ1 inh – inhibitors of human KCNQ1 channel, primary screen, cell-based, thallium flux, high-throughput | Potassium voltage-gated channel subfamily KQT member 1 (Homo sapiens), P51787 | CHO-K1 KCNQ1, FluxOR thallium flux fluorescence; hits give high values | B-score at 10 µM | 310,000 tested, 1.3% active;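 active = compounds whose thallium flux B-score, printed positive for inhibition, exceeds three library SD while starting fluorescence stays within three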;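 note: channel opened by potassium depolarization with thallium stimulus after 20 min compound exposure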
KCNK9 block – KCNK9 potassium channel inhibitors, primary screen, HEK293 cells, thallium flux. Potassium channel subfamily K member 9 (Homo sapiens), Q9NPC2. FluxOR thallium flux fluorescence; hits give low values. B-score at 10 µM. 310,000 tested, 1.2% active. AID 488922, 2010;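 active = ratio B-score over 3 SD below the library mean, with starting fluorescence within 5 SD of its mean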;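 note: negative B-score means less thallium flux so channel inhibition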
The depositor's hits bear a star; i = inactive; x = not tested or not shown.

SMILES	KCNK3 block	GSK3beta inhib	GSK3A inh	hERG rescue	PolyA inh	Dyrk1A ADPGlo	HDAC3 inh	KCNQ1 act	RGS4 pot	KCNQ1 inh	KCNK9 block
CC(=O)n1cc(Nc2ccc([N+](=O)[O-])cc2)c2ccccc21	i	4.3	2.4	-13.5	i	-1.6	0.9	i	i	i	i
CCOC(=O)C(=Cc1ccc(-n2ccnc2)cc1)C(=O)OCC	i	1.2	x	-6.3	i	-6.8	0.7	i	i	i	i
O=C(NCC(c1cccs1)N1CCOCC1)c1ccccc1NS(=O)(=O)c1ccc(Cl)cc1 (centres undefined)	i	-26.2	-4.0	-5.8	i	-2.0	-4.7	i	i	i	i
Cc1occc1C(=O)NNC(=S)NCc1ccccc1	i	-5.0	-1.1	-4.2	i	-4.5	-0.2	i	i	i	i
O=C(CN1CCN(c2ccc(Cl)cc2)CC1)N1CCCC1	i	3.1	0.3	-5.2	i	-1.9	-7.4	i	i	i	i
CCOC(=O)c1cnc(SC)nc1Oc1cccc(NS(=O)(=O)c2ccc(Cl)cc2)c1	i	0.9	-0.8	-11.6	i	-3.5	-2.5	i	i	i	i
Cc1cc(NS(=O)(=O)c2ccc(NC(=S)Nc3ccc(Cl)cc3C)cc2)no1	i	2.9	-2.3	-7.2	i	6.8	3.7	i	i	i	i
C/C(CCC(=O)O)=N/Nc1ccc([N+](=O)[O-])cc1[N+](=O)[O-]	i	-1.2	0.2	-4.0	i	x	8.2	i	i	i	i
CC(C)(C)NC(=O)CSc1ccc(C(C)(C)C)cc1	i	-0.8	-1.8	-9.2	i	-3.8	5.6	i	i	i	i
COc1ccc(/C=N/Nc2cc(C)nc3ccc(OC)cc23)c(OC)c1	-13.6*	-16.8	15.1	-24.4	i	-3.0	2.0	i	-7.68*	14*	-16.4*
COc1ccc(/C=C/C(=O)OCC(=O)NCCC2=CCCCC2)cc1OC	i	-1.5	-1.9	-22.0	i	-3.2	2.6	i	i	i	i
C=CCn1c(NC(=O)c2ccc(Br)o2)c(C(=O)OCC)sc1=S	i	-0.6	4.8	-1.6	i	-16.3	1.7	i	i	i	i
COc1ccc(OC)c(Nc2nc(-c3sc(C)nc3C)cs2)c1	i	1.6	0.0	-22.2	i	16.7	1.4	i	i	i	i
Nc1ccn(Cc2cccc(Cl)c2)n1	i	3.0	1.6	-13.8	i	0.0	-7.0	i	i	i	i
CCc1ccc2nc(NC(=O)C3CSC4(C)CCC(=O)N34)sc2c1 (centres undefined)	i	4.4	-0.4	-10.0	i	60.8*	-4.7	i	i	i	i
CC(C)OC(=O)c1nn2c(C(F)(F)F)cc(-c3ccc(Br)o3)nc2c1Br	i	1.1	-1.3	0.6	i	1.6	6.5	i	i	i	i
CCc1ccccc1NC(=O)CN(C)Cc1nc(N)nc(Nc2ccccc2C)n1	i	2.2	-1.4	-14.5	i	-2.0	5.2	i	i	i	i
CCOC(=O)CNC(=O)C1(/C=C/c2ccccc2)CC(=O)N1c1ccc(C)cc1 (centres undefined)	i	1.2	-2.7	-6.1	i	2.1	6.0	i	i	i	i
CCc1ccc(Nc2n[n+](-c3ccccc3)c(-c3ccc(OC)c(Br)c3)s2)cc1	i	0.9	0.4	-36.5	i	0.2	6.1	i	i	i	i
CCCn1c(CN2CCN(C(=O)OCC)CC2)nc2cc([N+](=O)[O-])ccc21	i	-5.3	-4.1	-8.8	i	-3.8	2.1	i	i	i	i
Cc1cc(C)c(NC(=O)CSc2nnc(CN3CCOCC3)n2C)c(C)c1	i	1.5	-1.2	-11.0	i	1.6	-1.2	i	i	i	i
COc1ccc(-n2c(N)c(C(=O)NCc3ccco3)c3nc4ccccc4nc32)cc1OC	i	-0.9	x	-10.8	i	-7.2	13.8	i	i	i	i
O=C(CCc1nnc(CCCCc2ccccc2)o1)NCCCc1cccnc1	i	2.5	-2.2	-1.6	i	1.9	6.3	i	i	i	i
O=C(OCc1nc2ccccc2s1)c1cnccn1	i	1.8	-0.2	-6.3	i	1.3	-2.1	i	i	i	i
NC(=O)c1ccccc1N/C=C1\CCCCC1=O	i	-2.1	3.7	-6.7	i	-6.6	3.3	i	i	i	i
CC1=C(CCN2CCN(C(C)C)C(CCO)C2)C(C)(C)CCC1 (centres undefined)	i	-0.4	3.0	-7.7	i	-3.4	2.2	i	i	i	i
CCS(=O)CCSC(=N)N (centres undefined)	i	-19.3	24.0	-6.5	i	-4.0	0.7	i	i	i	i
CC(C)Cc1nc2oc3c(NCC(C)O)ncnc3c2c2c1CCCC2 (centres undefined)	i	-2.8	3.5	-3.4	i	x	-3.5	i	i	i	i
Cc1ccccc1C(=O)Nc1ccc(N2CCCC2)cc1	i	-0.1	-3.9	-11.1	i	16.5	-4.6	i	i	i	i
CSc1ccc(S(=O)(=O)NCC(=O)OCC(=O)NC2(C#N)CCCCC2)cc1[N+](=O)[O-]	i	-0.6	1.9	-18.4	i	12.2	1.5	i	i	i	i

Some of the entries above in a different format:
canonical_smiles,KCNK3 block,GSK3beta inhib,GSK3A inh,hERG rescue,PolyA inh,Dyrk1A ADPGlo,HDAC3 inh,KCNQ1 act,RGS4 pot,KCNQ1 inh,KCNK9 block
CC(C)OC(=O)c1nn2c(C(F)(F)F)cc(-c3ccc(Br)o3)nc2c1Br,i,1.1,-1.3,0.6,i,1.6,6.5,i,i,i,i
CCc1ccccc1NC(=O)CN(C)Cc1nc(N)nc(Nc2ccccc2C)n1,i,2.2,-1.4,-14.5,i,-2.0,5.2,i,i,i,i
CCOC(=O)CNC(=O)C1(/C=C/c2ccccc2)CC(=O)N1c1ccc(C)cc1 (centres undefined),i,1.2,-2.7,-6.1,i,2.1,6.0,i,i,i,i

(further entries)
SMILES	KCNK3 block	GSK3beta inhib	GSK3A inh	hERG rescue	PolyA inh	Dyrk1A ADPGlo	HDAC3 inh	KCNQ1 act	RGS4 pot	KCNQ1 inh	KCNK9 block
COc1ccccc1CNC1CCN(Cc2ccccc2)CC1	i	3.5	-1.6	-5.1	i	-1.7	5.6	i	i	i	i
NC(=O)C1CCN(C(=O)c2cc3c(s2)CCCC3)CC1	i	1.0	3.4	1.2	i	-7.1	-4.1	i	i	i	i
Cc1cccc(OCC(=O)OCC(=O)c2c(N)n(C)c(=O)n(C)c2=O)c1	i	4.4	4.1	-12.2	i	8.5	-2.2	i	i	i	i
O=C(Nc1cccc(C(F)(F)F)c1)C1CCCO1 (centres undefined)	i	-0.4	0.4	-5.4	i	-0.1	-2.9	i	i	i	i
CCCCN(C(=O)CSc1nnc(-c2ccco2)o1)c1c(N)n(Cc2ccccc2)c(=O)[nH]c1=O	i	-0.5	-2.3	-9.6	i	-4.0	0.6	i	i	i	i
Cc1ccc(NC(=O)CCNS(=O)(=O)c2ccccc2)c(C(=O)c2ccccc2)c1	i	4.6	0.4	-7.1	i	-0.9	3.7	i	i	i	i
O=C(CSCc1c(F)cccc1Cl)NCCc1ccccc1	i	-0.1	-1.1	-11.2	i	3.9	-0.4	i	i	i	i
CN1CCc2nc(NC(=O)c3cccc(OC(F)F)c3)sc2C1	i	-6.9	-2.5	-8.4	i	0.9	1.9	i	i	i	i
CCN(Cc1ccc(OC)c(F)c1)C(=O)CCl	i	0.7	0.0	-14.5	i	-3.5	-7.4	i	i	i	i
O=C(OCc1nnc(-c2ccc(Cl)cc2)o1)C12CC3CC(CC(O)(C3)C1)C2	i	3.0	1.3	-21.5	i	1.8	5.3	i	i	i	i
CCOC(=O)c1c(S(=O)(=O)NCC(=O)Nc2ccc(C)cc2)c(C)n(C)c1C	i	-2.8	0.4	-6.3	i	2.5	3.0	i	i	i	i
CN(C(=O)c1cccc(N2C(=O)C3CC=CCC3C2=O)c1)C1CCCCC1 (centres undefined)	i	-1.6	0.0	-11.2	i	5.9	9.7	i	i	i	i
CC1CC(C)CN(C(=O)c2ccc(S(=O)(=O)N3CCCCC3)cc2)C1 (centres undefined)	i	-1.2	0.7	-2.8	i	7.8	-2.0	i	i	i	i
Cc1c(C(=O)O)nn(-c2cccc(C(F)(F)F)c2)c(=O)c1C#N	i	2.6	-2.2	-11.9	i	-0.4	-8.4	i	i	i	i
N#C/C(=C\c1c(Oc2ccc(Cl)cc2)nc2ccccn2c1=O)C(=O)NC1CCS(=O)(=O)C1 (centres undefined)	i	0.6	-1.7	-18.9	i	0.6	-7.4	i	i	i	i
COc1cccc(-c2nc(CS(=O)CC(=O)NCc3ccccc3)c(C)o2)c1 (centres undefined)	i	-1.2	-2.7	-3.5	i	-4.0	-2.6	i	i	i	i
CCOC(=O)c1cnc(-n2nc(C)cc2C)nc1NCc1ccccc1	i	1.3	-1.6	-16.3	i	-5.9	-4.2	i	i	i	i
O=C(Nc1ccc(Cl)cn1)c1cc2ccccc2o1	i	3.3	3.9	-3.2	i	8.7	-2.4	i	i	i	i
CC(CC(=O)Nc1ccc(S(=O)(=O)Nc2ncccn2)cc1)c1ccccc1 (centres undefined)	i	-0.7	-1.9	-2.9	i	-1.3	5.4	i	i	i	i
O=C(O)C1CCCN1S(=O)(=O)c1cc(Cl)ccc1Cl (centres undefined)	i	1.3	-0.3	-7.1	i	-1.1	2.6	i	i	i	i
COc1cc(/C=N/NC(=O)c2ccc(CSc3nncn3C)cc2)cc(OC)c1O	i	1.8	-0.1	-2.5	i	x	5.5	i	i	i	i
CC(C)OC(=O)/C(=C\C=C\c1ccccc1)NC(=O)c1ccccc1	i	1.3	-0.3	-4.6	i	7.9	10.3	i	i	i	i
Cc1ccc(-c2c(C(=O)O)c3ccccc3[nH]c2=O)cc1	i	1.8	-1.7	-2.0	i	3.4	8.6	i	i	i	i
c1ccc(NC2=Nc3ccccc3CC2)cc1	i	-1.6	-1.6	-10.6	i	-8.6	0.0	i	i	i	i

A portion of the library; rates above refer to the full screens.
